Rab9 promoter act = Rab9 promoter activation; Huh7 Rab9 promoter-luciferase reporter, luminescence, 24 h; Potency, µM (top dose mostly 9.22 µM), without a hit: top-dose activation, negative = inhibition, usual class: activators; 320,000 compounds, 2.8% hits; AID 485297; also: % of control where 0% means no effect; nearly all actives have a fitted effect of over 60% in size
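Luciferase signal after 10 min detection reagent at ambient indicates Rab9 promoter upregulation; stably transfected Huh7 cells were treated 24 h with compound in DMSO at 37 °C, 5% CO2.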
MLL CXXC-DNA inh = blocks binding of human MLL CXXC domain to DNA | Q03164 | MLL-CXXC / FITC-HOXA9 DNA fluorescence polarization | Potency, µM (highest dose often 115 µM), without a hit: at the top dose activity change, negative = inhibition, most hits filed as inhibitors | 290,000 compounds, 0.037% hits; active = well fitted inhibition curve with a large enough effect in the polarisation, with a control signal flat, not every such curve was filed as active; inconclusive = small, poorly fitted or top-dose-only effect, or effect the other way, or a change in a side signal; inactive = no such curve, though single readings can be large or run the other way; the % refers to the polarisation
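Purified MLL-CXXC (added from a 7 uM solution) was preincubated 5 min at ambient with pinned compounds in 50 mM Tris-HCl pH 7.5, 50 mM NaCl, 1 mM DTT, 0.05% BSA. Fluorescein-labeled HOX-A9 DNA (50 nM solution) followed, 30 min, then polarization read.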
NPC1 prom act = NPC1 promoter activation; Potency, µM (series often up to 9.22 µM), inactives show top-dose activation, usual class: activators; Huh7 NPC1 promoter luciferase reporter, 24 h; 320,000 compounds, 2.4% hits;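 also: % of control where 0% means no effect; nearly all actives have a fitted effect of over 60% in size; reporter is driven by a mutant NPC1 promoter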
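Cells: Huh7 expressing luciferase under the NPC1 promoter, 1500/well. Seeded 2 h, compound added, incubated 24 h at 37 °C. Luciferase reagent, 10 min ambient, then luminescence.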
MBNL1-CUG inh = inhibitors of human MBNL1 binding to CUG repeat RNA; Potency, µM (doses to about 57.5 µM), inactives show top-dose activity change, negative = inhibition, actives largely listed as inhibitors; TR-FRET MBNL1-His/biotin-(CUG)12 binding, 665/545 ratio; 280,000 compounds, 0.036% hits; active = well fitted inhibition curve with a large enough effect in the signal ratio, with a control signal flat, not every such curve was filed as active; inconclusive = small, poorly fitted or top-dose-only effect, or effect the other way, or a change in a side signal; inactive = no such curve, though single readings can be large or run the other way; the % refers to the signal ratio; also: % is scaled to controls: 0 for no effect and ±100 for the full control effect
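MBNL1-His + Biotin-(CUG)12, cpd titration 92 nM–58 uM; Tb anti-His Ab 0.055 ng/ul, SA-XL665 5 nM (final); 60 min RT; ratiometric 665/545 nm, Ex 340 nm; normalized to buffer and full-complex controls.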
p53 reactivation = restores transcriptional activity of mutant p53 | AID 504706 | 320,000 compounds, 0.063% hits | Potency, µM (titrated, usually from 92.2 µM), inactives show at the top dose activity change, positive = activation, hits mostly activators | H1299 p53-A138V BP100-luciferase reporter, luminescence, 24 h; also: % of control where 0% means no effect; nearly all actives have a fitted effect of over 45% in size
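p53-null H1299 cells stably carrying temperature-sensitive p53-A138V and a BP100-luciferase reporter were pinned with compounds (4-point, 1:5 series) and held 24 hrs at 37 deg C. Luminescence was read 10 min after detection reagent.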
uPA generation = cell surface uPA generation inhibition; cell surface uPA generation assay, qHTS; Potency, µM (highest dose often 38.3 µM), for the others: at the highest dose activity change, negative = inhibition, hits mostly inhibitors; 330,000 compounds, 0.31% hits; active = well fitted inhibition curve with a large enough effect; inconclusive = small, poorly fitted or top-dose-only effect; inactive = no such curve, though single readings can be large or run the other way; tested in mouse RAW 264.7 cells; also: % is scaled to controls: 0 for no effect and ±100 for the full control effect; nearly all actives have a fitted effect of over 55% in size
BRCA1 expr act = increases BRCA1 expression | AID 624202 | MCF7-BRCA1-FFLuc reporter, luminescence, 48 h; response scale: scaled: vehicle 0%, 10 µM genistein 100% | Potency, µM (titrated, usually from 46.1 µM), inactives show at the top dose activation, hits mostly activators | 380,000 compounds, 1.1% hits; also: nearly all actives have a fitted effect of over 80% in size; some results filed as inactive show a strong effect at the top dose
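First, MCF7-BRCA1-FFLuc cells (2000/well) attach for 2 h; next, compounds are pin-added and incubated 48 h at 37 °C; finally, luciferase reagent is added and luminescence read after 15 min.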
RORgamma inh = inhibitors of mouse ROR gamma transcriptional activity; Potency, µM (titrated, usually from 53.6 µM), for inactives: at the highest dose activity change, negative = inhibition, usual class: inhibitors; AID 2551; P51450; 310,000 compounds, 5.4% hits; Drosophila S2 Gal4-RORgamma UAS-luciferase reporter, 20 h; also: % is scaled to controls: 0 for no effect and ±100 for the full control effect; nearly all actives have a fitted effect of over 60% in size
Target sequence (P51450 whole entry, looked up, the tested form may be a part): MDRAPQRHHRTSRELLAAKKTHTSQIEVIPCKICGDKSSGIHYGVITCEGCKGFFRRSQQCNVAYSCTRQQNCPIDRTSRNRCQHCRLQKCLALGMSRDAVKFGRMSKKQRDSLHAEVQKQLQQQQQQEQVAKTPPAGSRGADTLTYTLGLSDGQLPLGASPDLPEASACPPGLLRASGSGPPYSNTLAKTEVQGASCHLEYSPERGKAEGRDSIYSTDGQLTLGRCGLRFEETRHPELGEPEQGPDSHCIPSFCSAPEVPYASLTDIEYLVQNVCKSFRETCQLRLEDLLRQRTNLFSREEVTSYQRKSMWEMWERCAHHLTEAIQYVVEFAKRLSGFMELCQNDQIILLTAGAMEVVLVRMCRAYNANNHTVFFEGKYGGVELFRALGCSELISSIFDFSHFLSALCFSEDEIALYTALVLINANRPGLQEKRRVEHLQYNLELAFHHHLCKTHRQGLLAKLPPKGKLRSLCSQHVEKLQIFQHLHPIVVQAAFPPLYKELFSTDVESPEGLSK
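Read-out: Photinus luciferase luminescence; inhibitors lower reporter signal. Insect Schneider cells with Gal4-ROR gamma fusion under metallothionein promoter, UAS reporter; 700 uM final copper sulfate induction, 20 hr, ambient temperature.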
FLuc counter = counter-screen for miR-21 project: firefly luciferase inhibitors or activators. AID 588342. 360,000 compounds, 6.9% hits. Potency, µM (titrated, usually from 57.5 µM), inactives show at the highest dose activity change, negative = inhibition, usual class: inhibitors. P08659. purified FLuc, Km substrates, luminescence inhibition;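 also: plate controls were vehicle for no effect and reference inhibitor for full effect; nearly all actives have a fitted effect of over 55% in size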
Target sequence (P08659 whole entry, looked up): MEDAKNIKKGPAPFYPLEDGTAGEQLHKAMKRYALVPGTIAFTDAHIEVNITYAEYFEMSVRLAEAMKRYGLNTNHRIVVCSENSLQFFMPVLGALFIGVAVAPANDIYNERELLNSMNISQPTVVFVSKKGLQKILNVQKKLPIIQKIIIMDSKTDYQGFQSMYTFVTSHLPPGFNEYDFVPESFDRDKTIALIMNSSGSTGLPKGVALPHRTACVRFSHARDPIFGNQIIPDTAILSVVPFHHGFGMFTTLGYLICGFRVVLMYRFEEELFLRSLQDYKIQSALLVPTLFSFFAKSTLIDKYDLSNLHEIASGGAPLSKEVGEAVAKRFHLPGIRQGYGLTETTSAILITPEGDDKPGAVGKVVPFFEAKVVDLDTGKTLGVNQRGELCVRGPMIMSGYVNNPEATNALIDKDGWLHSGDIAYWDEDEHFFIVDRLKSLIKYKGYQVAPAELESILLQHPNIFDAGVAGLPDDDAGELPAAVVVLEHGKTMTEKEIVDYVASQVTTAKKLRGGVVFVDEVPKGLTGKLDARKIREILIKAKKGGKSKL
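Purified P. pyralis luciferase (10nM final) with 10uM D-luciferin and 10uM ATP (Km levels) in 50mM Tris acetate pH 7.5, 10mM Mg acetate, 0.01% Tween-20, 0.05% BSA; qHTS 6-point titration, ~60 µM downward; luminescence read.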
VP16 counter = inhibits Gal4-VP16 luciferase reporter, ROR gamma counter-screen; Drosophila S2 Gal4-VP16 UAS-luciferase, luminescence, 20 h; Potency, µM (titrated, usually from 53.6 µM), without a hit: top-dose activity, negative = inhibition, actives largely listed as inhibitors; 310,000 compounds, 3.5% hits;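 also: Gal4-VP16 expression switched on by copper sulfate through the metallothionein promoter; % is scaled to controls: 0 for no effect and ±100 for the full control effect; nearly all actives have a fitted effect of over 50% in size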
ELG1 genotoxic = induces genotoxicity in HEK293T cells with luciferase-tagged ELG1; Potency, µM (highest dose often 46 µM), for the others: top-dose activity change, positive = activation, actives largely listed as activators; HEK293T ELG1-luciferase reporter, luminescence, 16 h; 330,000 compounds, 1.3% hits; also: % of control where 0% means no effect; nearly all actives have a fitted effect of over 60% in size
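Cells (2,000/well) expressing the ELG1-luciferase fusion are dosed by pin tool and kept 16 hr at 37 °C, 5% CO2. Signal comes from ONE-Glo luciferase reagent after 30 min at room temperature.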
* marks the source's active call; other numbers are inactive results; ? = inconclusive; . = no result given; & = joins results of further samples; [ ] = dose if it differs, or a comment. Unless noted, calls follow the shape of the dose curve; as a rule, active = well fitted curve in the direction sought with a large enough effect; inconclusive = small, poorly fitted or top-dose-only effect, or another doubt; inactive = no such curve, though single readings can be large; an effect the other way counts as inactive or inconclusive. Potency is read from the fitted curve at half-maximal effect. The list is partial; the hit share may differ from the screen's.

SMILES | Rab9 promoter act | MLL CXXC-DNA inh | NPC1 prom act | MBNL1-CUG inh | p53 reactivation | uPA generation | BRCA1 expr act | RORgamma inh | FLuc counter | VP16 counter | ELG1 genotoxic
CN1c2ccccc2C(=O)NC1c1ccc([N+](=O)[O-])s1 (configuration not stated) | 0% | -15% | 1% | ? | 3% | -10% | -10% | 6% | -3% | 28% | -5%
Cc1cc(NS(=O)(=O)c2ccc(NC(=O)/C=C/c3ccc(Br)cc3)cc2)no1 | -2% | ? | -6% | 22% | . | 2% | -3% | . | 19µM* | . | 5%
CCCn1c(C(O)c2ccc(OC)c(OC)c2)nc2ccccc21 (configuration not stated) | -5% | 6% | -4% | 2% | . | -12% | -4% | 39% | 0% | ? | -4%
CC(=O)N/C(=N/c1nc(C)cc(C)n1)Nc1ccc(C)cc1C | -4%[1.84 µM] | 5% | 1% | -5% | 2% | -1% | -22% | 0% | -1% | -3% | -5%
NC(=O)CN1C(=O)NC2(CCCc3sccc32)C1=O (configuration not stated) | -2% | 9% | -5% | -6% | 8% | 3% | 11% | -11% | 2% | -20% | -4%
CSc1nsc(SCC(=O)N2CCCCC2)n1 | 27% | 14% | 14% | 5% | 18% | -4% | ? | 24% | -14% | -1%[10 µM] | ?
CCOC(=O)c1c(N)sc2c(OCC)c(Br)ccc12 | 1% | 10% | 1% | 7% | 12% | -12% | -1% | ? | ? | ? | -2%
O=C(O)CC(NC(=O)C(c1ccccc1)c1ccccc1)c1ccco1 (configuration not stated) | -2% | -2% | 1% | -5% | -6% | -1% | -1% | -25% | -2%[2.3 µM] | -2% | 1%
CC(=O)N1CCN(C(=O)c2ccc(-n3c(C)ccc3C)cc2)CC1 | -5% | 9% | 2% | -4% | ? | -6% | -18% | -20% | 2% | -3% | ?
CCCOc1ccccc1C1NC(=O)NC(C)=C1C(=O)OCCOCC (configuration not stated) | -2% | -4% | -2% | -1% | -3% | -4% | -1% | -6% | -1% | -2% | 5%
O=C(COc1ccc(C(=S)N2CCC(Cc3ccccc3)CC2)cc1)N1CCOCC1 | 7% | -13% | 4% | 2% | -7% | ? | -6% | 0% | 2% | -1% | -3%
COc1cc(CNc2nnnn2C)ccc1OCc1ccc(F)cc1Cl | -5% | 7% | -4% | -8% | -3% | 10% | 17% | -1% | -5% | -9%[10 µM] | 2%
Cc1cc(C(=S)N2CCOCC2)c(C)n1-c1ccc(Cl)cc1 | -2% | 2% | -2% | -15% | 8% | 5% | -33% | 11% | -2% | -2% | -3%
COc1cc([N+](=O)[O-])cc2cc(C(=O)N3CCCC3)c(=O)oc12 | -4% | 16% | -3% | -8% | -2% | 4% | -9% | -7% | 0% | -3% | -4%
COc1ccc2cc(C(=O)C3CCCN(Cc4ccccn4)C3)ccc2c1 (configuration not stated) | 0% | -16% | -3% | 19% | -2% | -5% | -19% | 3.2µM* | -20% | ? | -3%
CCOc1cccc(/C=N/N2CCN(c3ccc(Cl)cc3)CC2)c1O | -1% | -3% | -2% | 4% | -5% | 16% | 1% | 29% | 4% | 2% | -5%
C/C(=N\OCC(=O)NC(C)C)c1cccs1 | -4% | -1% | -2% | 6% | -2% | -19% | 19% | 12% | 2% | ? | 1%
COc1cccc(OCCNC(=O)c2ccccc2Sc2ccccc2C#N)c1 | -4% | 3% | -1% | 0% | -8% | -3% | -19% | 20% | 0% | -2% | -4%
Cc1cc(C)c(NC(=S)N(CCCN2CCN(C)CC2)Cc2cccs2)c(C)c1 | -1% | 3% | -2% | 7% | 2% | -3% | -13% | -3% | -3% | -3%[10 µM] | 2%
Clc1ccc(-n2nnnc2-c2ccccc2)cc1Cl | 2% | -1% | 5% | -2% | 5% | -20% | 7% | 8% | -1% | -6% | 0%
CC(C)/C(=N\NS(=O)(=O)c1ccc(Br)cc1)c1cccs1 | -3% | 10% | -6% | -5% | -2% | 2% | -12% | -7% | -1% | 5%[10 µM] | -5%
Nn1c(SCC(=O)NCCCc2ccccc2)nnc1-c1cccnc1 | 1% | -3% | -1% | -7% | -4% | -1% | 0% | 20% | 0% | -16% | -4%
CCc1ccc(NC(=O)CSc2nc(=O)n(CCCN3CCOCC3)c3c2CCCC3)cc1 | -5% | . | -5% | . | -6% | ? | -14% | . | 10% | . | 0%
COc1ccc(/C=N/NC(=O)Nc2ccc3nsnc3c2)c(OC)c1 | 1% | 0% | 0% | 9% | 8% | 7% | 29% | 0% | -4% | -19% | 14%
CN1CCN(c2nc3c(c(=O)n(C)c(=O)n3C)n2Cc2ccccc2)CC1 | 0% | -2% | -1% | -3% | . | -1% | -21% | -13% | 3% | 1% | 1%

The results go on:
SMILES | Rab9 promoter act | MLL CXXC-DNA inh | NPC1 prom act | MBNL1-CUG inh | p53 reactivation | uPA generation | BRCA1 expr act | RORgamma inh | FLuc counter | VP16 counter | ELG1 genotoxic
OCCNc1nc2ccccc2nc1NCCO | -2% | -5% | -1% | -4% | -3% | -2% | -4% | 22% | 4% | 2% | 0%
c1csc(CNc2ncnc3ccc(-c4ccc5c(c4)OCO5)cc23)c1 | 2%&-3% | . | 1%&-2% | . | 2% | -2% | -17% | 14% | -2%&-6% | 0% | -4%
CC1(C)CC2CC(C)(CN2S(=O)(=O)c2cccc(C(=O)O)c2)C1 (configuration not stated) | 1% | . | -2% | . | 1% | 5% | 0% | . | -2% | . | 4%
COc1ccc(NC(=O)CSc2nc3nc(C)cc(C)c3c(=O)[nH]2)cc1 | 3% | -7% | -1% | -5% | -1% | -3% | -36% | -28% | -2% | 5% | 2%
O=C(NC1CCSc2ccccc21)c1cccc(Cl)c1 (configuration not stated) | 3% | 7% | 2% | -4% | -10% | -1% | 16% | 8% | 1% | 5% | -7%
O=C1C(c2ccc(F)cc2)N(Cc2ccc3c(c2)OCO3)C(=O)CN1C1CCCCCC1 (configuration not stated) | 1% | -14% | -4% | -2% | -1% | . | -36% | 35% | 2% | -13% | -4%
CC(C)Sc1nc2c(cnn2-c2ccc(Cl)cc2)c(=O)[nH]1 | -4% | -12% | -2% | -6% | -8% | -3% | -34% | -8% | 2% | 2% | 4%
O=[N+]([O-])c1ccc(NCCN2CCOCC2)c([N+](=O)[O-])c1 | -4% | 27% | -7% | ? | . | -5% | 20% | 5% | 8% | 4% | 3%
O=C(NCc1ccccc1)c1ccc(Br)cc1 | -3% | -13% | 4% | 7% | 0% | 4% | 37% | 15% | -3% | 4% | 7%
O=C1C2CC=CCC2C(=O)N1c1ccc(NCCc2cccc(F)c2)c([N+](=O)[O-])c1 (configuration not stated) | -11% | -3% | 1% | -12% | 13% | -2% | 0% | ? | -3% | -17% | -1%
COc1ccccc1CNS(=O)(=O)c1ccc(-n2cnnn2)c(C)c1 | -3% | ? | -3% | -3% | -2% | 15% | -17% | 20% | 0% | -8% | 4%
CCOC(=O)c1c(NC(=O)c2ccn(CC)n2)sc2c1CCC2 | -4% | -5% | -6% | 97%[activator] | 2% | -4% | -6% | 0% | -6% | -16% | -2%
CC(C)(C)NC(=O)C1N(c2cccnc2)C(=O)C2C(C(=O)Nc3ccccc3F)C3(C)C=CC21O3 (configuration not stated) | -3% | -1% | 4% | 4% | 0% | 5% | 5% | -3% | 3% | -7% | -6%
O=C(N/N=C/C=C\c1ccco1)c1cccs1 | ? | -2% | 28% | . | 13% | -6% | 7.1µM* | ? | ? | ? | 15%
CSc1cccc(CNC(=O)C2CCC(=O)N(CC3CCCCC3)C2)c1 (configuration not stated) | -6% | -5% | 1% | -7% | -9% | -1% | -13% | 24% | 0% | 6% | -8%
COc1ccc(Cc2nnc(NC(=O)c3cccc(F)c3)s2)cc1OC | -1% | 20% | 2% | -7% | 12% | 8% | 19% | -20% | 1% | 1% | 0%
O=S(=O)(NCc1ccccn1)c1cc(OCC(F)(F)F)ccc1OCC(F)(F)F | -1% | -4% | -8% | 4% | -3% | -7% | -10% | ? | -1% | 4% | 0%
Cc1cc(Cl)c(OCCCN(C)C)c(Br)c1 | 0% | 2% | 0% | 6% | -6% | 3% | -10% | -5% | 0% | 15% | -5%
COc1ccc(C(CC(=O)c2ccccc2)C2CCCCC2=O)cc1 (configuration not stated) | -2% | -7% | 0% | 0% | -3% | -3% | -17% | -14% | 5% | 13% | 0%

Screens deposited in PubChem by National Center for Advancing Translational Sciences (NCATS).
